Compound activity (PubChem BioAssay)
TcdB GH inh: inhibitors of Clostridioides difficile toxin B glycohydrolase. P18177. TcdB glycohydrolase enzymatic assay, plate reader. inhibition, % at 9.99 µM. actives 0.24% (n = 350,000). AID 652162; in the data active = inhibition above about 10%
Yp Topo-I inh: inhibitors of Yersinia pestis topoisomerase I. Y. pestis Topo-I cleavage product accumulation, plate reader. actives 0.064% (n = 360,000). activity, % at 10 µM; in the data active = activity above about 50%, passing the limit was not always enough; also: inactives centre near 2
SARS 3CLpro inh: SARS-CoV 3CLpro protease inhibition; P0C6X7; actives 0.14% (n = 290,000); inhibition, % at 6 µM; recombinant SARS-CoV 3CLpro, quenched FRET peptide cleavage; in the data active = inhibition above about 12%
PrPC surface inh: cell surface PrPC inhibition, primary TR-FRET screen. P04156. inhibition, % at 13.8 µM. TR-FRET read-out. AID 720596. actives 0.43% (n = 370,000); in the data active = inhibition above about 24%; also: 0% = median of the test wells and 100% = reference compound wells
CCHFV vOTU inh: blocks the CCHF virus ovarian tumor domain protease | CCHFV vOTU protease, Pep-AMC fluorescence | inhibition, % at 11.5 µM | actives 0.55% (n = 370,000); in the data active = inhibition above about 30%; also: 0% = vehicle wells with enzyme and 100% = no enzyme wells
MazEF act: activators of E. coli MazEF toxin-antitoxin RNase. AID 504720. activation, % at 20 µM. FAM/BHQ RNA-DNA oligo cleavage fluorescence, 5 h. P0AE70. actives 0.32% (n = 350,000); in the data active = activation above about 50%
Target sequence (P0AE70 whole entry, looked up): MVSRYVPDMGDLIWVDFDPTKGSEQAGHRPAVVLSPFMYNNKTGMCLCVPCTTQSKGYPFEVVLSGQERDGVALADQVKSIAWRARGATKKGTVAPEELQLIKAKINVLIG
VHR inh abs: DUSP3 (human) phosphatase inhibition; P51452; recombinant VHR phosphatase, pNPP absorbance; inhibition, % at 13.3 µM; actives 0.52% (n = 290,000); AID 1654; in the data active = inhibition above about 50%; also: some compounds called inactive have numbers as strong as hits
Target sequence (P51452 whole entry, looked up): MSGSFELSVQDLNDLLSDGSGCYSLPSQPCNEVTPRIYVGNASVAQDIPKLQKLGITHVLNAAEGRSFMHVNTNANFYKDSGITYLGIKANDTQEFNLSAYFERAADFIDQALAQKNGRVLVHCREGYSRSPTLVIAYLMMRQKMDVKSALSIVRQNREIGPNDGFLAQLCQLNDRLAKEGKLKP
SSB-PriA inh: inhibitors of Klebsiella pneumoniae PriA binding to SSB C-terminal tail; AlphaScreen SSBct-PriA binding, biotinylated peptide; inhibition, % at 33 µM; actives 0.6% (n = 430,000); in the data active = inhibition mostly above about 37%, no sharp cut-off; inactive = mostly below about 20%;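 also: plate controls were negative control peptide for no effect and reference peptide for full effect; strong numbers were not always called active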
Vc quorum ag: induces V. cholerae light production without autoinducers | V. cholerae BH1578 lux reporter, luminescence, 6 h | activation, % at 18.7 µM | actives 0.16% (n = 350,000) | AID 588436; in the data active = activation mostly above about 9.7%, no sharp cut-off; also: not every result past the cut was called active; inactives centre near 0; reference of the scale not given here
Rv3671c protease: Rv3671c (M. tuberculosis) protease inhibition | P9WHR9 | inhibition, % at 5.96 µM | actives 0.048% (n = 320,000) | AID 2606; in the data active = inhibition above about 38%;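 also: extracellular domain of Rv3671c used as enzyme; 0% = enzyme with DMSO and 100% = no enzyme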
Target sequence (P9WHR9 whole entry, looked up, the tested form may be a part): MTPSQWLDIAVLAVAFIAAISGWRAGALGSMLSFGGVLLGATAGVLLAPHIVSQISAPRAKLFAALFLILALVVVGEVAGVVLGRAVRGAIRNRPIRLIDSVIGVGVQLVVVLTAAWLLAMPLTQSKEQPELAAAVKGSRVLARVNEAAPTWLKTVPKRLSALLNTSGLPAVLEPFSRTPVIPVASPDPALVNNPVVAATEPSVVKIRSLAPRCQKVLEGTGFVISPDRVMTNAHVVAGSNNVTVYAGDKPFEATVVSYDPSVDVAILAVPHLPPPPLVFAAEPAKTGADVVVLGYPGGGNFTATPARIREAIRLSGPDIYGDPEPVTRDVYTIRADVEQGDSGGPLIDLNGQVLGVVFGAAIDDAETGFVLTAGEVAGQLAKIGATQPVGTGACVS
Starred values were filed as active, the others as inactive; i = inactive; nt = no result given. An excerpt; count on the stated rates, not on these rows.

SMILES	TcdB GH inh	Yp Topo-I inh	SARS 3CLpro inh	PrPC surface inh	CCHFV vOTU inh	MazEF act	VHR inh abs	SSB-PriA inh	Vc quorum ag	Rv3671c protease
O=C(CN(CC1CCCO1)C(=O)CNS(=O)(=O)c1ccc(Cl)cc1)NC1CCCCC1 (stereo not given)	1.1	16	-2	-1	2	-5	-3	1	-0.1	6
COc1ccc(C(C)=O)cc1CN1C(=O)C(C)N(c2ccc(C)cc2)C1=O (stereo not given)	nt	10	1	1	2	-6	1	-10	i	-8
COc1ccccc1NC(=O)CSc1nnc(NC(=O)c2ccco2)s1	2.2	2	1	8	-12	-3	-29	-3	-0.4	-1
CN(C)c1ccc(S(=O)(=O)NCC(=O)NCc2ccccc2)cc1[N+](=O)[O-]	0.9	5	-7	-16	-9	-1	2	5	i	-8
CC(=O)C1=C(O)C(=O)N(CCN2CCOCC2)C1c1ccccc1 (stereo not given)	-0.1	-7	-3	-4	-5	1	12	-7	-0.4	0
Cc1cc(NS(=O)(=O)c2ccc(NC(=O)c3ccc(Cl)cc3Cl)cc2)no1	-2.9	-3	0	3	-12	2	-8	1	i	-14
COc1ccc(S(=O)(=O)N2CCCCC2)cc1C(=O)Nc1cc(C)on1	3.2	4	-2	4	9	3	-2	0	-0.9	-7
O=C(Nc1ccc(F)cc1)C(=O)C1C(=O)Nc2ccccc21 (stereo not given)	0.6	-2	1	0	-1	8	-3	3	i	4
CCC(C)(C)NC(=O)C(c1cccs1)N(C(=O)c1ccn[nH]1)c1ccccc1 (stereo not given)	1.7	0	5	-3	-1	1	14	-9	i	5
O=c1[nH]c(-c2ccccc2)ncc1OCc1ccccc1	-0.2	7	nt	-8	8	2	nt	-5	i	nt
O=C(COC(=O)c1cnccn1)c1ccc([N+](=O)[O-])cc1	0.8	-2	-2	-4	-2	3	-6	-5	-0.3	-5
Cc1cc([N+](=O)[O-])nn1Cc1ccccc1F	nt	-3	-2	-6	3	-4	19	-7	i	4
Cc1cc(C)c(OCCCCN2CCC(C)CC2)c(Br)c1	1.6	11	-5	4	7	14	2	2	nt	6
CCC(CC)NC1CCCCC1OC (stereo not given)	nt	-1	2	3	-1	-4	2	6	-0.6	-2
c1ccc(OCCCn2nnc(-c3cccnc3)n2)cc1	0.6	7	4	-3	-11	2	-2	-10	-6.7	-7
CC(=O)Nc1ccc(S(=O)(=O)N2Cc3cnnn3-c3ccccc3C2C#N)cc1 (stereo not given)	2.1	2	nt	-5	23	5	nt	-1	-1.4	nt
CCC(=O)NC(=S)Nc1ccccc1OC	nt	-2	1	6	2	-12	-18	-9	-7.3	3
Cc1ccc(NC(=O)COC(=O)CCC(=O)c2cccs2)cc1C	1.1	15	-1	1	-3	-1	-10	6	i	1
COc1cc(OC)c(NC(=O)Cc2cccs2)cc1Cl	3.4	2	2	-5	0	1	-35	-16	-2.0	20
CCOc1ccc(C(=O)NCC(=O)OCC(=O)Nc2cccc(S(=O)(=O)N3CCCC3)c2)cc1	0.0	6	-1	-3	18	5	-1	-12	-3.7	2
O=C(Cc1ccc(Cl)c(Cl)c1)N/N=C/c1cccnc1	1.1	4	-5	-2	-7	1	57*	nt	-1.7	-6
O=C(C[N+]12CCC(CC1)C(O)C2)c1ccc(Br)cc1 (stereo not given)	1.4	2	0	2	-2	7	15	-10	i	nt
C=CCn1c(SCC(=O)Nc2nccs2)nnc1-c1cc2cccc(OC)c2o1	nt	3	0	7	-2	-2	6	-1	i	-2
C/C=C(\C)C(=O)Nc1cccc(C2=NOC3(C2)C[C@@H](C(N)=O)N(C(=O)c2ccccc2C(=O)c2ccccc2)C3)c1 (stereo not given in full)	1.4	1	nt	0	-8	2	11	1	-0.9	-10
N#Cc1c(F)cccc1N1CCN(Cc2ccc3c(c2)OCO3)CC1	2.9	12	0	0	1	6	22	-14	-4.0	2
CN1CCN(c2nc3c(c(=O)[nH]c(=O)n3C)n2Cc2ccccc2F)CC1	nt	5	4	nt	nt	6	8	-3	1.4	4
CN1CCN(C(=O)c2ccc(Cl)cc2)CC1	-0.3	-4	-4	-7	0	2	-10	-11	-0.3	-8
CCOc1cccc(C(=O)NC(=S)Nc2cccc(NC(=O)c3ccccc3Cl)c2)c1	0.2	11	1	-6	-10	1	19	6	-0.2	-111
COc1cc(OC)cc(C(=O)Nc2ccc(NC(=O)c3ccco3)c(Cl)c2)c1	1.3	5	2	8	-3	-25	0	15	-0.3	-19
CC(OCC(O)CNCC1COc2ccccc2O1)c1ccc(Cl)cc1 (stereo not given)	0.9	1	4	-2	-12	-1	3	1	i	8
COCC(C)n1c(C)cc(C(=O)COC(=O)c2cnc(Cl)c(Cl)c2)c1C (stereo not given)	0.1	38	nt	5	11	0	nt	-3	-1.5	5
O=C(Nc1nc(-c2ccc(Cl)cc2)cs1)c1cccnc1	nt	-5	0	1	-5	-13	-10	-19	-5.0	-17
O=C(NCc1cccnc1)c1ccccc1NS(=O)(=O)c1ccc(F)cc1F	0.0	-2	-1	12	11	5	17	-1	i	2
Cc1ccccc1Oc1ccc2c(c1)[C@@H]1C[C@H]3[C@@H](C(=O)N1CC2)[C@H](C)ON3C	2.4	27	nt	2	-4	-1	nt	1	-0.5	nt
COc1ccccc1NC(=O)COC(=O)c1cc([N+](=O)[O-])ccc1N1CCCC1	1.2	11	nt	-8	17	-4	nt	11	i	-13
Oc1cccc2cc(-c3ccncc3)cnc12	1.7	2	nt	-25	-7	nt	nt	nt	-0.4	nt
Fc1ccccc1CNC(=S)NCc1ccc(Cl)cc1	-7.2	4	-4	5	27	6	19	-14	i	-1
O=C1OC(c2ccccc2)=C/C1=C\N1CCOCC1	nt	-3	1	7	0	8	-4	-11	i	2
O[C@@H]1CN(Cc2cccs2)[C@@H](c2ccccc2)C[C@H]1n1cc(-c2ccc(F)cc2)nn1	0.7	11	nt	-1	-1	-21	nt	nt	-0.6	nt
COc1ccc(CC(C)N2CCN(c3ccccc3)CC2)cc1OC (stereo not given)	nt	6	-4	-6	-6	-10	4	9	i	3
Nc1nccnc1C(=O)OCC(=O)NNC(=O)c1ccccc1	2.0	-2	-3	0	-125	3	-3	-6	-0.5	5
COc1ccc(-c2nn(CCC#N)cc2C(=O)Nc2cccc([N+](=O)[O-])c2)cc1OC	1.1	0	1	-25	8	16	15	9	i	nt
CCN(CC(=O)Nc1c(F)cccc1F)C(=O)C1COc2ccccc2O1 (stereo not given)	-1.1	-8	nt	2	-10	-14	nt	nt	i	-2
O=C(Cn1cc(C(=O)c2cccs2)c2ccccc21)NCc1cccs1	nt	14	0	4	11	13	3	8	-0.4	0
O=C(c1cc(S(=O)(=O)N2CCC3(CC2)OCCO3)ccc1F)N1CCC2(CC1)OCCO2	-0.3	-8	6	3	-11	-20	-12	-7	-0.9	5
CCOCCCNC(=O)C1CCCN1C(=O)NC1CCCCC1 (stereo not given)	nt	8	-6	3	8	4	-4	-7	-0.3	4
COc1ccc(-c2cn3c(C)c(C(=O)NC(C)(C)C)sc3n2)cc1	1.8	6	-8	6	9	6	25	0	-0.4	3
CCOC(=O)c1ccc(NC(=O)Nc2c(C)n(C)n(-c3ccccc3)c2=O)cc1	0.4	-6	-2	-10	1	6	11	2	-4.3	-6
O=C(CCC1CCCC1)Nc1cccc(Cc2ccncc2)c1	0.7	31	-1	4	12	4	14	-3	-0.2	-4
Nc1nc(Br)c2ccccc2c1-c1ccc(F)cc1	nt	-9	-1	-9	-22	2	23	-5	-0.4	4
COc1cccc(C2CC(c3ccccc3)n3ncnc3N2)c1 (stereo not given)	3.2	3	-2	7	-7	-10	29	-4	-0.2	-2
CC(C)(C)c1ccccc1NC(=O)CN1C(=O)NC(Cc2ccccc2)C1=O (stereo not given)	0.5	-10	nt	0	-4	0	nt	-12	i	-14
Cc1ccc(S(=O)(=O)NCCCn2ccnc2)cc1C(=O)NC(C)C	1.8	8	1	2	-10	-13	11	-25	0.0	2
CN(CC(=O)Nc1ccccc1C(F)(F)F)C(=O)COc1cccnc1[N+](=O)[O-]	1.0	-1	-2	-4	-10	9	18	-5	-0.2	-11
CC(C)(C)C(=O)CNS(=O)(=O)c1ccc(S(=O)(=O)NC2CCCC2)cc1	1.0	-2	-1	2	17	-3	-8	-6	i	1
Cc1ccc(NC(=O)CCC(=O)NNC(=O)COc2ccc([N+](=O)[O-])cc2)c(C)c1	0.7	1	-3	5	-11	1	-2	-19	-0.9	nt
Cc1nc2ccccc2n1CC(=O)OCC(=O)Nc1ccc2c(c1)OCCO2	nt	1	-3	5	-5	3	2	-13	-5.0	3

Among those listed so far, 12 have an aryl methoxy group.
SMILES	TcdB GH inh	Yp Topo-I inh	SARS 3CLpro inh	PrPC surface inh	CCHFV vOTU inh	MazEF act	VHR inh abs	SSB-PriA inh	Vc quorum ag	Rv3671c protease
COc1ccc(C(C)=O)cc1CN1C(=O)C(C)N(c2ccc(C)cc2)C1=O (stereo not given)	nt	10	1	1	2	-6	1	-10	i	-8
COc1ccccc1NC(=O)CSc1nnc(NC(=O)c2ccco2)s1	2.2	2	1	8	-12	-3	-29	-3	-0.4	-1
COc1ccc(S(=O)(=O)N2CCCCC2)cc1C(=O)Nc1cc(C)on1	3.2	4	-2	4	9	3	-2	0	-0.9	-7
CCC(=O)NC(=S)Nc1ccccc1OC	nt	-2	1	6	2	-12	-18	-9	-7.3	3
COc1cc(OC)c(NC(=O)Cc2cccs2)cc1Cl	3.4	2	2	-5	0	1	-35	-16	-2.0	20
C=CCn1c(SCC(=O)Nc2nccs2)nnc1-c1cc2cccc(OC)c2o1	nt	3	0	7	-2	-2	6	-1	i	-2
COc1cc(OC)cc(C(=O)Nc2ccc(NC(=O)c3ccco3)c(Cl)c2)c1	1.3	5	2	8	-3	-25	0	15	-0.3	-19
COc1ccccc1NC(=O)COC(=O)c1cc([N+](=O)[O-])ccc1N1CCCC1	1.2	11	nt	-8	17	-4	nt	11	i	-13
COc1ccc(CC(C)N2CCN(c3ccccc3)CC2)cc1OC (stereo not given)	nt	6	-4	-6	-6	-10	4	9	i	3
COc1ccc(-c2nn(CCC#N)cc2C(=O)Nc2cccc([N+](=O)[O-])c2)cc1OC	1.1	0	1	-25	8	16	15	9	i	nt
COc1ccc(-c2cn3c(C)c(C(=O)NC(C)(C)C)sc3n2)cc1	1.8	6	-8	6	9	6	25	0	-0.4	3
COc1cccc(C2CC(c3ccccc3)n3ncnc3N2)c1 (stereo not given)	3.2	3	-2	7	-7	-10	29	-4	-0.2	-2
